# Bioassay records from PubChem.
# Abs 340nm = compounds absorbing at 340 nm. 65,000 tested, under 10 active. compound absorbance at 340 nm, fold over control. fold change at 10 µM;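 active means at 10 µM dose, initial 340 nm absorbance at least 2 fold that of control wells; inactive means change under 2 fold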;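 further: initial absorbance extrapolated from kinetic A340 decline of NADH oxidation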
# Her2 expr inh = Her2 kinase expression inhibition. P04626. SKBR-3 HER2 protein level, AlphaScreen, 18-24 h; active compounds read low. HER2 level % of control, % at 10 µM. 65,000 compounds, 0.69% hits;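 active means HER2 level under 5% of the carrier-only control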;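 further: 100% = DMSO carrier and 0% = 500 nM PU-H71 HSP90 inhibitor; lower value means stronger loss of Her2 protein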
# Hsp90 inh = displaces geldanamycin probe from tumor Hsp90. 64,000 compounds, 0.35% hits. NCI-N417 lysate Hsp90, Cy3B-geldanamycin FP displacement. inhibition, % at 30 µM. P07900;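 active means inhibition above 50%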;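 further: 0% = tracer plus lysate wells and 100% = tracer alone without lysate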
# Cdc25B block = human M-phase inducer phosphatase 2 inhibition. 65,000 compounds, 0.1% hits. recombinant Cdc25B, OMFP fluorescence Ex485/Em525. P30305. AID 368. inhibition, %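 (compounds tested at 10 µM final in the well)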; in the data active means inhibition above about 50%
# Target sequence (P30305 whole entry, looked up): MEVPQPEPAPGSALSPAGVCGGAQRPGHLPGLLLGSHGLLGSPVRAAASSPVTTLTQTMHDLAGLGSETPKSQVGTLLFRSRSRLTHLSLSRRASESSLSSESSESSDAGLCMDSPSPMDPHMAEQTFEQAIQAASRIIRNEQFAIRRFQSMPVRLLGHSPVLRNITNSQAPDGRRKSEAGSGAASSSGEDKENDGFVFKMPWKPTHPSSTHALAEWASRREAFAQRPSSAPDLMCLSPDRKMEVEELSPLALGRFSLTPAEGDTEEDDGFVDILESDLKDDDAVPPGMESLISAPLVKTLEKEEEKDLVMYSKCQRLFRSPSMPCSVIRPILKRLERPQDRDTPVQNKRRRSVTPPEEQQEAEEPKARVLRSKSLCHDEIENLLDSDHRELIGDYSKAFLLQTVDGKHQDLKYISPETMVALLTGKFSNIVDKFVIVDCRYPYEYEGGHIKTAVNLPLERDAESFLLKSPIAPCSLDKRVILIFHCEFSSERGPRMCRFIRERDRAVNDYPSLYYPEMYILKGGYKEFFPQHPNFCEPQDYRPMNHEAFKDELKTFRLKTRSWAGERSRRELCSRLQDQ
# Fluor 339 460 = intrinsic fluorescence of library compounds, ex339/em460 – biochemical, MLSMR library, data from DPM-DC assay, artefact control, profiling panel. compound autofluorescence, ex339/em460 nm, NADH buffer; active compounds read high; 1 = no-compound wells, NADH background. fluorescence fold increase at 10 µM. 65,000 compounds, 5.5% hits;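 active means at 10 µM, mean starting fluorescence two-fold or more over control wells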;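 further: signal is the first read of a kinetic run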
# PKA kinase inh = blocks human protein kinase A activity; P17612; PKA Kemptide phosphorylation, Kinase-Glo ATP luminescence; inhibition, % at 6 µM; 65,000 compounds, 0.1% hits;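 active means inhibition above the screen-wide mean inhibition plus 3 SD, cut at about 21% in these data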; further: many of its hits are not listed in these tables
# JNK3 inh = inhibitors of human JNK3 kinase. purified JNK3 kinase activity, HTS. AID 746. inhibition, % at 8 µM. 60,000 compounds, 0.61% hits; in the data active means inhibition above about 17%;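 further: 0% = DMSO and 100% = reference inhibitor; many of its hits are not listed in these tables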
# MKP-1 inh = blocks human MKP-1 phosphatase activity | recombinant MKP-1, OMFP hydrolysis fluorescence | inhibition, %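 (compounds tested at a single concentration somewhere between 10 and 100 µM)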 | 65,000 compounds, 0.15% hits;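 active means inhibition above about 50%, limit read from the data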;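 further: 0% = DMSO max control wells and 100% = wells with enzyme stopped by NaOH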
# Target sequence (P28562 whole entry, looked up): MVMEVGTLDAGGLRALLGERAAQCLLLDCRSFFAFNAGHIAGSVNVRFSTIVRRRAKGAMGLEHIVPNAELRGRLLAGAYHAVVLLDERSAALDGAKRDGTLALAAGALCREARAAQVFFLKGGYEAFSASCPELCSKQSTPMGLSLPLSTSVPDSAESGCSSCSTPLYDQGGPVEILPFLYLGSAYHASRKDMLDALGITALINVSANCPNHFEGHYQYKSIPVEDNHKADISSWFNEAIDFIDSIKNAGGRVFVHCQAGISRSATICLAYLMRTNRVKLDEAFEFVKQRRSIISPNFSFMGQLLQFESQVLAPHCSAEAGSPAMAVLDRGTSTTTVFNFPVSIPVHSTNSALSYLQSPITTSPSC
# ROCK2 blocker = ROCK2 (human) kinase inhibition; O75116; purified ROCK2, Kinase-Glo ATP depletion luminescence; inhibition, % at 6 µM; 60,000 compounds, 0.35% hits;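 active means inhibition above the screen-wide mean inhibition plus 3 SD, cut at about 18% in these data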;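 further: plate controls were DMSO wells for no effect and Y-27632 control wells after no-enzyme background subtraction for full effect; many of its hits are not listed in these tables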
# * marks the source's active call; other numbers are inactive results; . = no result given.
SMILES,Abs 340nm,Her2 expr inh,Hsp90 inh,Cdc25B block,Fluor 339 460,PKA kinase inh,JNK3 inh,MKP-1 inh,ROCK2 blocker
COCCn1c(CN2CCN(C)CC2)nc2c1c(=O)n(C)c(=O)n2C,1,.,0,1,1.1,-8,-7,-1,-1
CCOC(=O)c1c(C)nc(-c2ccccc2)nc1N,1,90,-4,-6,1.1,8,-7,5,8
COc1ccc(N2CCN(c3oc(-c4ccc(OC)c(OC)c4)nc3C#N)CC2)cc1,1,107,0,2,1.7,9,-4,4,5
O=C(Nc1ccccc1C(=O)NCCCn1ccnc1)c1ccccc1,0.99,82,0,2,1,-3,6,-12,2
COc1nc(-c2ccccc2)ccc1-c1noc(-c2cccnc2)n1,1.1,107,-2,-15,3.5*,1,3,4,1
CC(C)NC(=O)CSc1nnc(-c2ccc(S(=O)(=O)N3CCCC3)cc2)n1CC1CCCO1 (stereo not drawn),0.98,97,1,-12,1.1,9,-5,2,3
CCOc1cc(NC(=O)c2ccco2)c(OCC)cc1NC(=O)Cc1ccc(OC)c(OC)c1,1.1,77,17,-8,1.1,2,-1,18,0
COc1ccccc1CNc1ccc(N2CCCCC2)cc1,1,96,7,-1,1.1,-6,-3,5,-9
Cc1nn(-c2ccccc2)c(N2CCCC2)c1/C=N/n1cnc2scc(-c3ccccc3)c2c1=O,1.1,102,-1,-4,3.5*,2,-8,35,1
O=C1c2ccccc2C(Nc2ccc3c(c2)OCCO3)N1Cc1ccc2c(c1)OCO2 (stereo not drawn),0.98,95,4,-6,1,5,6,-2,6
CN(C)c1ccc(NC(=O)Nc2ccc3snnc3c2)cc1,1,78,6,4,0.98,-2,-14,-21,4
Cc1nc2nc(SCC(=O)N3CCOCC3)nn2c(C)c1Cc1c(F)cccc1Cl,1.1,179,.,-5,1.1,3,.,5,.
C=CCOC(=O)C1=C(C)N(C)C(=O)NC1c1cc2c(cc1Br)OCO2 (stereo not drawn),1,99,-1,-6,1.1,6,1,-2,6
CCC(c1nnnn1C(C)(C)C)N1CCN(c2cc(Cl)ccc2C)CC1 (stereo not drawn),0.99,65,-3,-10,1,8,5,24,5
O=C(NCc1cccs1)C1CCC(CNS(=O)(=O)c2ccc(Br)s2)CC1 (stereo not drawn),0.99,74,-3,-14,1.1,3,.,4,.
N=C1C(c2nc3ccccc3c(=O)[nH]2)=C(O)CN1CCO,1,107,0,-5,1.9,-4,.,13,.
CCCCn1c(=O)[nH]c(=O)c2c1nc(COc1ccc(C#N)cc1)n2CCC,0.99,84,0,-11,0.99,6,6,3,2
CC1(C)CC(=O)c2sc(NC(=O)CN3CCCCC3)nc2C1,1.2,83,-3,-6,1.2,0,-7,2,3
COc1ccccc1C(=O)Nc1ccccc1N1CCN(S(C)(=O)=O)CC1,1.1,80,2,-6,1.1,-4,0,18,2
Cc1c(C(=O)Nc2ccccn2)oc2ccccc12,1.1,26,.,-9,1.1,12,-1,1,6
COc1ccccc1CNS(=O)(=O)c1cc(C)ccc1OC,1.1,100,-3,3,1.1,9,3,31,4
CC(=O)c1cccc(NC(=O)N2CCC(c3nnc(SCC(N)=O)n3C)CC2)c1,0.99,90,-4,-4,1.1,-1,-2,3,-4
N#Cc1nc(-c2ccccc2)oc1N1CCCCC1,1.1,65,-5,-1,3.7*,3,0,-1,2
CC(C(=O)NC1=NCCS1)(C(F)(F)F)C(F)(F)F,1,97,-1,44,1.1,8,-8,5,-1
CC1(C)Cc2c(sc3nc(SCC(=O)NCc4ccco4)n(-c4ccccc4)c(=O)c23)CS1,1,98,-7,16,1.1,3,0,-11,-9
COc1cc2ccccc2cc1C(=O)OCC(=O)N1CCOCC1,1,134,0,-10,5.1*,3,6,0,5
COc1ccc(N(C(=O)COc2ccccc2)C2C=CS(=O)(=O)C2)cc1 (stereo not drawn),1,131,-4,-14,1.1,2,-2,8,4
CCOc1cc2[nH]c(=O)n(CCCCC(=O)NC3CCCCC3)c(=O)c2cc1OCC,1.1,84,0,2,2.5*,7,10,32,-3
CC(=O)NC(C)c1ccc(Cl)c(Cl)c1 (stereo not drawn),1.1,98,2,-9,1.1,6,6,3,7
COC(=O)C1=C(N)Oc2cc(C)n(Cc3cccnc3)c(=O)c2C1c1cccc(OC)c1OC (stereo not drawn),1,85,-1,-2,1.1,8,7,-8,5
CCOC(=O)C1Cn2c(nc3c(c2=O)C2(CCCC2)Cc2ccccc2-3)S1 (stereo not drawn),1.1,83,-5,-5,1.3,-2,-11,5,0
COc1ccc(N2C3=[N+](CCCC3)CC2(C)O)cc1 (stereo not drawn),1,65,.,-2,1.1,0,.,-1,.
CCn1c(SCC(=O)N2CCCCC2)nnc1-c1ccc(S(=O)(=O)N2CCN(C)CC2)cc1,1,114,1,-10,1,-3,13,14,0
O=C(c1cccc(S(=O)(=O)N2CCCCC2)c1)N1CCOCC1,1,71,0,0,1,2,3,0,-2
CCC1C(C#N)=C(SC)NC2=C1C(=O)CC(C)(C)C2 (stereo not drawn),1,105,-1,-3,1.4,10,1,8,6
CC1CCCCN1CCn1c(=S)[nH]c2ncccc2c1=O (stereo not drawn),1,92,-8,-2,1.1,1,4,6,0
O=C(NCc1ccccc1)N1CCN(c2ccccc2F)CC1,0.98,87,0,-10,0.91,5,3,-15,3
COC(=O)c1cccc2c1-c1ccccc1/C2=N/O,1,67,3,-2,1.1,18,54*,24,20*
CCN(CCNC(=O)C1CCN(S(=O)(=O)c2cccc3cccnc23)CC1)c1ccccc1,1,85,-1,-9,1,6,-8,-2,2
COc1cccc(C(=O)NC2CCN(C(=O)N3CCCCC3)CC2)c1,0.98,125,0,-17,1.1,7,3,8,6
Cc1cc(NC(=O)CSC2=NCCS2)no1,1,93,-2,2,1.1,0,-2,5,-3
O=C(Nc1cccnc1)c1scc2c1OCCO2,0.99,95,0,-11,1.1,4,-1,-19,1
c1ccc(CNC2=NCCCCC2)cc1,1,83,2,17,1.1,-2,-5,4,-1
Cc1cc(C)nc(Nc2n[nH]c(-c3ccccc3Br)n2)n1,1,107,-2,-1,1.1,-6,-1,12,-4
CCOC(=O)N1CCC(NC(=O)CSCc2cnn(-c3ccccc3)c2-n2cccc2)CC1,1,108,0,-12,1.1,4,-4,27,0
COc1ccc(N2CCN(C(=O)Cc3ccc(-n4c(=O)[nH]c5ccccc5c4=O)cc3)CC2)cc1,0.98,113,0,-6,1.1,4,-3,10,-2
COc1cccc2[nH]c3c(=O)n(CCN(C)C)cnc3c12,1,93,-9,8,3.8*,9,-5,-16,2
O=C(Cn1c(CN2CCCCC2)nc2ccccc2c1=O)NC1CCCCC1,1.1,114,.,-18,1.1,6,.,9,.
CC(=O)Nc1ccc(NC2(C)C(=O)c3ccccc3C2=O)cc1,1,104,-5,-12,1.1,12,-2,1,6
CCC(C)Sc1nc2c(cnn2-c2ccc(C)c(C)c2)c(=O)[nH]1 (stereo not drawn),1.1,102,-3,-2,1.1,-6,-1,4,2
CCn1c(=NC(=O)CSC(C)=O)sc2cc(F)ccc21,1.1,72,1,-12,1.1,7,.,12,.
COc1ccc(Nc2nc(N3CCCCC3)nc(N3CCCCC3)n2)c(OC)c1,1.1,89,-1,-2,1.1,-6,-8,0,2
CC(C)CCN1C(=O)c2ccc(C(=O)NCc3ccco3)cc2C1=O,1,34,-5,-12,1.1,5,-4,5,-2
O=C(O)c1n[nH]c2c1CCCC2,1,75,-1,-5,1.1,9,0,5,5
Clc1ccc(Cn2ncc3c(NCc4ccco4)ncnc32)c(Cl)c1,1,86,-3,6,1.2,1,1,-14,3
COc1ccc(CNC(=O)Cc2ccc(OC)c(S(=O)(=O)N3CCOCC3)c2)cc1,1,110,-2,-10,1,8,2,-12,5
COc1ccc(NC(=O)c2cnc3sccn3c2=O)cc1,1.2,126,1,13,0.95,-5,-4,1,-1
COc1ccc(C(=O)n2cnc(N)n2)cc1,0.97,112,3,-12,1.1,17,0,-19,16
N#Cc1ccc2ccn(CC(=O)NC3CCCCC3)c2c1,1,100,-8,-8,1.5,10,-1,10,0
c1ccc(CCn2nnnc2C(c2cccs2)N2CCN(Cc3ccc4c(c3)OCO4)CC2)cc1 (stereo not drawn),0.96,104,-3,-3,1.1,4,0,13,1

# Exported as tab-separated lines: 3 of the compounds above
smiles	Abs 340nm	Her2 expr inh	Hsp90 inh	Cdc25B block	Fluor 339 460	PKA kinase inh	JNK3 inh	MKP-1 inh	ROCK2 blocker
O=C(Cn1c(CN2CCCCC2)nc2ccccc2c1=O)NC1CCCCC1	1.1	114	.	-18	1.1	6	.	9	.
N#Cc1ccc2ccn(CC(=O)NC3CCCCC3)c2c1	1	100	-8	-8	1.5	10	-1	10	0
COc1ccc(Nc2nc(N3CCCCC3)nc(N3CCCCC3)n2)c(OC)c1	1.1	89	-1	-2	1.1	-6	-8	0	2

# Further results.
SMILES,Abs 340nm,Her2 expr inh,Hsp90 inh,Cdc25B block,Fluor 339 460,PKA kinase inh,JNK3 inh,MKP-1 inh,ROCK2 blocker
Cc1ccnc(N2CCC(C(=O)Nc3ccc4c(c3)OCO4)CC2)n1,1,89,-1,-11,1.3,9,-1,2,4
N#CC(C(=O)O)=C1CCCC1,1,110,-5,-6,1.1,-2,-3,-1,-4
CCn1c(SCc2nc3ccccc3[nH]2)nnc1-c1ccccc1OC,1,82,-3,5,1.1,-5,0,-8,1
O=C1C(=O)N(CCN2CCOCC2)C(c2ccccn2)/C1=C(/O)c1ccc(F)cc1 (stereo not drawn),1.1,70,-5,6,1.1,-2,-5,0,3
N#Cc1c(NC(=O)COC(=O)C2CC3C=CC2C3)oc(-c2ccccc2)c1-c1ccccc1 (stereo not drawn),1,59,-6,8,1.3,1,.,6,.
CN(Cc1ccccc1)C(=O)CCn1c(=O)oc2ccccc21,1,99,0,-6,1.1,-8,0,11,1
Cc1noc(C)c1S(=O)(=O)N1CCCC(C(=O)N2CCC(C)CC2)C1 (stereo not drawn),0.99,95,-2,-3,1.1,8,-3,1,6
Cc1cc(N2CCCC2=O)cc(C)c1S(N)(=O)=O,1,91,-6,-4,1.1,-2,1,-1,0
CC(C)COC(=O)N1CCCC1C(=O)Nc1nccs1 (stereo not drawn),1,105,-2,7,1.1,-17,-2,3,-8
COc1ccc(-c2cc3nc(C)c(CCC(=O)N4CCCCC4)c(C)n3n2)c(OC)c1,1.1,74,3,-1,2,2,-6,28,-3
FC(F)(F)C(F)(F)C(F)(F)c1nnc2ccc(N3CCOCC3)nn12,1,83,-1,-14,1.1,4,-9,-2,2
Nc1cc(C(=O)O)ccc1N1CCCCCC1,1.1,99,4,-1,1.3,3,-2,22,7
OCCn1c(-c2ccc3c(c2)OCO3)csc1=Nc1ccccc1,0.98,78,2,3,1.1,9,4,-10,8
Brc1ccc2nc(CSc3ncn[nH]3)cn2c1,1,83,1,22,1.1,-3,3,-5,-2
CCOC(=O)C1CCN(C(=O)COC(=O)CCOc2ccc(C)cc2)CC1,1,40,-2,-12,1,9,0,-5,5
O=C(c1n[nH]c(=O)c2ccccc12)N1CCN(c2ccc(F)cc2)CC1,1,97,-5,-14,1,8,-2,28,4
O=C(CSc1nnc(-c2ccccc2)n1-c1ccccc1)NCc1ccco1,1,105,.,-2,1.1,.,.,6,.
COc1cc2c(cc1OC)-c1cc(NC3CCCC3)nc(=O)n1CC2,1.1,103,-6,-4,2,-4,-2,-20,2
COCc1n[nH]c(=S)n1-c1cccc2ccccc12,0.98,59,-6,16,1.1,-6,3,-13,1
CC(=O)NCC(=O)N(Cc1ccco1)C1(C(=O)NC2CCCCC2)CCCCC1,0.99,105,-3,-12,1,-5,.,-1,.
COCc1cc(C)nc(SCC(=O)Nc2ccc3c(c2)OCO3)c1C#N,1.1,128,-7,1,1.1,-1,-5,7,-6
COc1ccc(CCNS(=O)(=O)c2cn(C)c(=O)n(C)c2=O)cc1OC,1.1,72,-4,-10,1,-3,5,-8,0
CCCCC(=O)Nc1nnc(C)s1,1,115,-2,-9,1.1,-1,2,24,2

# The list is partial; the hit share may differ from the screen's.
